BCLXL inh = inhibitors of human Bcl-xL, primary screen, biochemical, fluorescence polarization, HTS | hit rate 0.7% among 320,000 | inhibition, % at 10.9 µM | GST-Bcl-xL / FITC-Bim BH3 peptide fluorescence polarization;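 active = inhibition above the mean of all tested compounds plus 3 SD, cutoff set per campaign, cut at about 30% in these data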;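 note: 0% = DMSO wells and 100% = unlabeled Bim-BH3 peptide competitor; inhibitors lower millipolarization by displacing the labeled peptide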
Target sequence (Q07817 whole entry, looked up): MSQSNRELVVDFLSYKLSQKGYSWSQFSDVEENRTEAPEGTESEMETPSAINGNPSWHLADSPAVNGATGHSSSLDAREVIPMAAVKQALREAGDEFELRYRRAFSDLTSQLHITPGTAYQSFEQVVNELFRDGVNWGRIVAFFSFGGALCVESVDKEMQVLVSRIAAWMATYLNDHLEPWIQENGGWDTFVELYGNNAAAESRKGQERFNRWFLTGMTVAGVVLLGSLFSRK
CIT2 TOR yeast = modulators of CIT2-GFP expression in yeast, primary screen, S. cerevisiae, GFP fusion, multiplex flow cytometry, MLPCN library. S. cerevisiae CIT2-GFP strain, 3 h; 100 means same as DMSO wells. GFP response vs DMSO, % at 10 µM. hit rate 0.065% among 320,000. AID 2029, 2009;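 active = GFP response relative to DMSO above a set limit, near the screen mean plus 3 SD, cut at about 150% in these data; inconclusive = Fewer than 70 cells measured for a yeast strain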;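 note: ratio of well median GFP fluorescence to mean of DMSO wells on the plate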
AGP1 TOR yeast = modulators of AGP1-GFP expression in yeast TOR pathway, primary screen, cell-based, multiplex flow cytometry, S. cerevisiae, MLPCN library; hit rate 0.02% among 320,000; 3 h; GFP as percent of DMSO wells; GFP response vs DMSO, % at 10 µM; AID 2066, 2009;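 active = GFP response relative to DMSO above a set limit, near screen average plus 3 SD, cut at about 150% in these data; inconclusive = fewer than 70 cells counted for the yeast strain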;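 note: median GFP channel fluorescence of the gated AGP1 strain per well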
MCL1 BIM primary = inhibitors of MCL1 binding to BIM-BH3, primary screen, biochemical, fluorescence polarization; GST-MCL1 / FITC-Bim-BH3 fluorescence polarization; inhibition, % at 10.9 µM; hit rate 0.68% among 320,000; AID 2057, 2009;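 active = inhibition above the mean inhibition of all tested compounds plus 3 SD, set per campaign, cut at about 40% in these data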;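 note: 0% = DMSO wells and 100% = unlabeled Bim-BH3 peptide control; higher means more loss of mP so more displacement of Bim peptide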
Target sequence (Q07820 whole entry, looked up): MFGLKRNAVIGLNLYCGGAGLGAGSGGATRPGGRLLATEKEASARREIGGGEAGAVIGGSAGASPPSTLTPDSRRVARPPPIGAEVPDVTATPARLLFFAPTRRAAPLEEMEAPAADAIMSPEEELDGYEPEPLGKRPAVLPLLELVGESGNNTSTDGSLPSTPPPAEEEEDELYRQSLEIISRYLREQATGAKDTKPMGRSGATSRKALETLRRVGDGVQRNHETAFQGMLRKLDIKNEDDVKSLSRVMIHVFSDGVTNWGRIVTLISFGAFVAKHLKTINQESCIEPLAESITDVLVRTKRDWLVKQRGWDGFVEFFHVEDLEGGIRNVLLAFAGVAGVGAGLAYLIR
Fam108B counter = mouse Fam108B serine hydrolase inhibitors, primary screen, counter-screen for RBBP9 inhibitor project, biochemical, fluorescence polarization; recombinant Fam108B, FP-Rh probe fluorescence polarization; inhibition, % at 9.51 µM; hit rate 0.33% among 300,000;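 active = inhibition above the screen mean inhibition plus 3 SD, computed separately per campaign, cut at about 18% in these data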;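 note: inhibitors lower polarization as less probe binds the enzyme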
GRK2 aptamer HTS = compounds blocking aptamer binding on GRK2 – biochemical, human GRK2, bead flow cytometry, HTS, primary screen; FAM-aptamer displacement from GRK2; Beta-adrenergic receptor kinase 1 (Homo sapiens), P25098; hit rate 0.59% among 330,000; inhibition of aptamer binding, % at 10 µM;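 active = inhibition of aptamer binding above 40%, roughly 3 SD of noise, on plates passing a quality check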;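 note: median bead fluorescence of bound FAM aptamer so fluorescent compounds give negative values; no value below 0 was filed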
VLA-4 inh = inhibition in human VLA-4 binding assay, primary screen, VLA-4 allosteric modulator project, MLPCN library, flow cytometry, VLA-4 expressing cells; hit rate 0.2% among 330,000; ligand binding flow cytometry; inhibition, % (about 7 µM as worked out from the volumes in the protocol); Integrin alpha-4 (Homo sapiens), P13612; in the data active = inhibition above about 50%
MEX-5 binding = MEX-5 zinc finger RNA-binding disruptors – biochemical, C. elegans, fluorescence polarization, MLPCN library, primary screen; Zinc finger protein mex-5 (Caenorhabditis elegans), Q9XUB2; MEX-5/FITC-TCR2 RNA binding; active compounds read low; activity score (negative = inhibition of binding), % at 10 µM; hit rate 0.38% among 300,000; AID 1832, 2009;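 active = inhibition past about -25% in most replicates, and total fluorescence under double the plate's negative control median, limit read from the data; inconclusive = replicates evenly split on the limit, or fluorescence at least double controls; inactive = too little inhibition in most replicates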;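 note: 0% = DMSO and -100% = 5 µM competing unlabeled TCR2 RNA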
Target sequence (Q9XUB2 whole entry, looked up): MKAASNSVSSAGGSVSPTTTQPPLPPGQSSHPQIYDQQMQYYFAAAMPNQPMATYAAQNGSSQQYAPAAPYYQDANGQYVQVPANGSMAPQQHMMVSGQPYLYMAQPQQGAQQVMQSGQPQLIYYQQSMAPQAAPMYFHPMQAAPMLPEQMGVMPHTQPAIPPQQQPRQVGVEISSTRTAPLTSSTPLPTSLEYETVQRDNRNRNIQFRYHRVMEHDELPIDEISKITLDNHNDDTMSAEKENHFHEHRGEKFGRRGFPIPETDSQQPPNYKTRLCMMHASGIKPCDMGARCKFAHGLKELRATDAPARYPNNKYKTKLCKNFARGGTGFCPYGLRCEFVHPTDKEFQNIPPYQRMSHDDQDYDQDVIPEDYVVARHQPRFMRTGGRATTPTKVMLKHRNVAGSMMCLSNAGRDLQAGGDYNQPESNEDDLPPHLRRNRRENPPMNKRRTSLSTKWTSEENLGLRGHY
GLD-1 TGE inh = GLD-1/TGE RNA complex disruptors, primary screen, biochemical, fluorescence polarization; purified GLD-1 + fluorescein TGE RNA; Female germline-specific tumor suppressor gld-1 (Caenorhabditis elegans), Q17339; inhibition, % at 5.96 µM; AID 2280, 2010; hit rate 0.44% among 320,000;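 active = percent inhibition above a per-plate cutoff, the plate mean of test compounds plus 3 SD, cut at about 30% in these data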;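 note: 0% = DMSO wells with GLD-1 and probe and 100% = wells lacking GLD-1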
* marks the source's active call; other numbers are inactive results; ? = inconclusive; nt = no result given; & = joins results of further samples. Random draw from the library; 2.2% or so of the library scored in one or more.

SMILES	BCLXL inh	CIT2 TOR yeast	AGP1 TOR yeast	MCL1 BIM primary	Fam108B counter	GRK2 aptamer HTS	VLA-4 inh	MEX-5 binding	GLD-1 TGE inh
COC(=O)c1ccc(NC(=O)c2cn(-c3ccccc3)nc2-c2ccncc2)cc1	5	91	92	3	0	0	17	-3.9	13
CC(=O)N1CCN(C(=O)c2ccc3c(c2)OCO3)CC1	nt	115	115	nt	nt	0	0	nt	-3
COc1ccccc1OCCOCCOc1c(C)cc(C)cc1Br	-2	99	98	-20	2	1	-1	nt	1
Cc1ccc(Cl)c(OCC(=O)NC2CCN(Cc3ccccc3)CC2)c1	3	95	89	5	3	0	1	1.0	0
N#Cc1ccc(OCC(=O)OCC(=O)NCCC2=CCCCC2)cc1	1	101	111	-10	-5	4	9	-1.7	6
CC1(c2ccc([N+](=O)[O-])cc2)NC(=O)NC1=O (centres undefined)	4	125	112	-2	-2	1	18	-0.5	7
C=CCn1c(=S)[nH]c2ccc(Br)cc2c1=O	1	98	94	7	-6	5	9	-1.3	-7
C=CCn1cc(C(=O)NCCCOC)c(=O)c2cc(S(=O)(=O)N(CC)CC)ccc21	9	98	96	1	-3	0	0	2.0	-4
O=C(O)c1cccc(-n2sc3ccccc3c2=O)c1	8	100	100	26	nt	15	-13	nt	3
Cc1cc(NS(=O)(=O)c2ccc(Nc3nc(-c4ccc(C)c(C)c4)cs3)cc2)no1	1	95	100	-3	2	1	-9	3.1	6
CNC(=O)C(=O)NCCN1CCN(S(=O)(=O)c2ccc3ccccc3c2)CC1	nt	101	97	nt	nt	2	-3	4.1	nt
CCC1=NN2C(=N)/C(=C\c3cccn3-c3ccc(C)c(C)c3)C(=O)N=C2S1	3	102	100	4	-5	8	28	-4.3	3
COc1ccc(Cl)cc1C(=O)NCC(c1ccco1)N1CCCC1 (centres undefined)	2	86	100	3	-4	0	2	2.2	-7
COc1cc(C(=O)N2CCN(C(=O)c3cccc4ccccc34)CC2)cc(OC)c1OC	2	104	104	3	-1	0	2	1.8	-2
Cc1cccc(Nc2nc(-c3c(C)nc4ccccn34)cs2)c1	5	93	91	-2	6	0	2	-2.4	0
C[C@H]1CN=C(N(C)C)N1CC1CCCCC1	1	107	102	-4	5	5	41	nt	8
CCOc1ccc(NC(=O)NCCCN2CCCC2)cc1	1	?	?	5	0	0	13	-1.4	-1
COc1ccccc1N1CCN(C(=O)c2cc3sccc3n2C)CC1	8	81	87	15	-1	4	8	-2.0	3
CCc1ccc(N(C(=O)CNC(=O)c2ccco2)C(C(=O)NC2CCCC2)c2cccnc2)cc1 (centres undefined)	2	97	100	2	-1	3	-8	0.2	-4
CC(=O)Nc1cccc(C(=O)Nc2ccc(S(=O)(=O)N3CCCCC3)cc2)c1	3	101	104	-4	1	1	3	1.6	-3
Cc1cccc(C)c1NC(=O)c1cccc(N2C(=O)C3CCC(C)CC3C2=O)c1 (centres undefined)	2	109	101	7	7	2	-8	1.6	1
Clc1cc(Br)ccc1OCCOCCN1CCOCC1	1	107	106	-6	3	0	8	-1.4	-4
NC1=NC(=O)/C(=C\c2cccs2)S1	-6	nt	98	-5	-3	1	8	-9.6	-6
CN1CCc2c(c3c(n2C)CCN(C)[C@@H]3c2cccnc2)[C@H]1c1cccnc1	1&4	109&104	106&99	-5&12	-7&2	5&0	15&1	-2.8&-1.5	-2&5
COc1ccccc1N1CCN(CC(=O)c2ccc(F)cc2)CC1	11	81	75	10	4	0	4	1.2	-4
Remaining list, next part:
SMILES	BCLXL inh	CIT2 TOR yeast	AGP1 TOR yeast	MCL1 BIM primary	Fam108B counter	GRK2 aptamer HTS	VLA-4 inh	MEX-5 binding	GLD-1 TGE inh
O=C(CSc1ncc(C(F)(F)F)cc1Cl)N1CCNC1=O	nt	90	104	nt	nt	0	28	nt	4
O=c1cc(O)n(-c2ccc(Cl)cc2)c(=S)[nH]1	0	104	108	-14	-1	1	-10	-0.5	-11
Cc1ccc(CC(=O)O/N=C(\N)Cc2ccc([N+](=O)[O-])cc2)cc1	2	90	87	2	0	0	-2	-0.2	-2
CC(C)c1ccc(NC(=O)NCc2ccc3c(c2)OCO3)cc1	6	88	90	-1	2	0	0	0.0	3
CSCc1c(C(=O)Nc2ccccc2N2CCOCC2)oc2ccccc12	2	86	89	2	nt	0	-19	nt	5
CC(=O)Nc1c(C(=O)c2ccccc2)oc2ccccc12	1	90	89	1	-2	3	2	-1.0	-6
CCOc1ccc(-c2nonc2NC(=O)c2ccco2)cc1OCC	2	106	104	-6	3	2	2	-0.3	3
O=C(NCc1ccco1)c1cccc(NC(=O)c2ccccc2)c1	1	97	98	-3	-1	0	13	2.7	-11
COc1cc(/C=C/C(=O)N2CCN(c3ccccn3)CC2)cc(OC)c1OC	-1	101	102	1	4	0	14	1.5	-4
O=C(NC1CC1)C1=C[C@@H](c2ccc(Br)cc2)C[C@@H](OCCCCO)O1	2	nt	nt	-1	2	nt	nt	-0.3	5
COc1ccc(-c2nnc(NC(=O)Cc3ccccc3)s2)c(OC)c1	2	95	101	-10	-1	0	9	0.8	-5
COc1ccc(S(=O)(=O)N2CCN(C(=O)NC3CCCCC3)CC2)cc1	9	109	102	9	4	5	17	1.7	-2
CC1(C)N=C(N)N=C(N)N1c1ccc(C(=O)O)cc1	1	108	108	-2	1	0	2	1.4	2
O=C(NCC1(O)CCCCC1)C1CCC(=O)N(Cc2cccc(C(F)(F)F)c2)C1 (centres undefined)	6	108	112	8	1	0	-5	-1.8	5
COc1ccccc1/C=N/NC(=O)COCC(=O)N/N=C/c1ccccc1OC	2	98	94	-10	0	0	1	-1.3	-3
O=C1c2cccc([N+](=O)[O-])c2C(=O)N1c1cccnc1	3	86	85	1	1	0	-2	-0.3	-4
O=C(NCCN1C(=O)S/C(=C\c2cccc(Cl)c2Cl)C1=O)C1=COCCO1	-1	86	82	-4	-5	0	-2	-1.5	9
COc1ccc(N2CCN(CC(O)COC(C)(C)C)CC2)cc1 (centres undefined)	3	95	101	-4	1	1	-4	1.7	-1
CCOC(=O)c1c(C)[nH]c(C)c1S(=O)(=O)N1c2ccccc2CC1C (centres undefined)	3	116	103	-1	7	0	11	1.6	4
O=S(=O)(c1ccc(F)cc1)N1CCCN(Cc2c(F)cccc2F)CC1	6	98	94	-3	1	0	0	-2.0	5
CC(C)c1cn(C2OC(COC(=O)c3ccccc3)C(OC(=O)c3ccccc3)C2OC(=O)c2ccccc2)c(=O)[nH]c1=O (centres undefined)	-1	101	110	-1	-7	0	0	-0.8	-1
Cc1ccccc1NC(=O)Cc1nc(COC(=O)c2ccc(C(F)(F)F)cc2)cs1	-1	110	106	-1	nt	0	6	nt	-1
CCC(=O)c1c[nH]c(C(=O)NCc2cccs2)c1	6	102	100	0	1	4	8	-2.3	6
COc1ccc(C(C)=O)cc1CSc1nnc(Nc2ccccc2C)s1	3	92	98	5	2	0	12	-1.1	1
CCCn1c(C)cc(C(=O)COc2ccc(C)nc2[N+](=O)[O-])c1C	-2	99	105	1	4	1	17	-0.3	9
(next part)
SMILES	BCLXL inh	CIT2 TOR yeast	AGP1 TOR yeast	MCL1 BIM primary	Fam108B counter	GRK2 aptamer HTS	VLA-4 inh	MEX-5 binding	GLD-1 TGE inh
CCc1cccc(N(CC(=O)NCc2ccc(F)cc2)C(=O)c2csnn2)c1	-1	86	103	3	-5	4	3	0.5	-6
O=C(CCS(=O)(=O)c1ccccc1)Nc1nc2ccc(F)cc2s1	3	106	101	5	4	2	19	-3.2	0
O=C(NCc1ccccc1Cl)C1CCN(S(=O)(=O)N2CCCCCC2)CC1	4	103	97	4	-4	0	17	2.2	6
CC(C)CCN1CCN(Cc2nc3ccccc3s2)CC1CCO (centres undefined)	6	95	103	5	3	0	5	0.8	4
CCCC(CCC)C(=O)NCCN1CCOCC1	3	92	100	0	-8	1	3	-0.3	1
FC(F)(F)c1nnc2ccc(-n3ccnc3)nn12	0	98	103	0	2	4	1	-4.8	1
CC(C)c1nnc(SCC(=O)NCCC2=CCCCC2)n1N	4	97	96	13	2	3	7	0.9	-4
O=C(NCCCN=C1NS(=O)(=O)c2ccccc21)c1ccc(F)cc1	0	105	106	-1	-1	3	0	-2.0	-4
COc1cc(C#N)ccc1OCC(=O)c1ccc2c(c1)OCCO2	-1	106	109	0	1	0	-3	-6.6	0
COc1cc(C(=O)Nc2ccc(OCC(=O)N3CCOCC3)cc2C)cc(OC)c1OC	-2	108	105	-1	-2	4	-3	1.2	3
CCCN(C(=O)CCNC(=O)Cn1cnc2ccccc2c1=O)c1cccc(C)c1	6	105	103	0	2	0	-5	-0.1	0
CC(NC(=O)c1ccc(N(C)C)cc1)C(c1cccs1)N1CCN(C)CC1 (centres undefined)	5	100	98	12	2	1	20	-0.3	6

Structures listed so far containing fluorine:
SMILES	BCLXL inh	CIT2 TOR yeast	AGP1 TOR yeast	MCL1 BIM primary	Fam108B counter	GRK2 aptamer HTS	VLA-4 inh	MEX-5 binding	GLD-1 TGE inh
COc1ccccc1N1CCN(CC(=O)c2ccc(F)cc2)CC1	11	81	75	10	4	0	4	1.2	-4
O=C(CSc1ncc(C(F)(F)F)cc1Cl)N1CCNC1=O	nt	90	104	nt	nt	0	28	nt	4
O=C(NCC1(O)CCCCC1)C1CCC(=O)N(Cc2cccc(C(F)(F)F)c2)C1 (centres undefined)	6	108	112	8	1	0	-5	-1.8	5
O=S(=O)(c1ccc(F)cc1)N1CCCN(Cc2c(F)cccc2F)CC1	6	98	94	-3	1	0	0	-2.0	5
Cc1ccccc1NC(=O)Cc1nc(COC(=O)c2ccc(C(F)(F)F)cc2)cs1	-1	110	106	-1	nt	0	6	nt	-1
CCc1cccc(N(CC(=O)NCc2ccc(F)cc2)C(=O)c2csnn2)c1	-1	86	103	3	-5	4	3	0.5	-6
O=C(CCS(=O)(=O)c1ccccc1)Nc1nc2ccc(F)cc2s1	3	106	101	5	4	2	19	-3.2	0
FC(F)(F)c1nnc2ccc(-n3ccnc3)nn12	0	98	103	0	2	4	1	-4.8	1
O=C(NCCCN=C1NS(=O)(=O)c2ccccc21)c1ccc(F)cc1	0	105	106	-1	-1	3	0	-2.0	-4
